Pf growth 96h: inhibits malaria parasite growth, 96 h | P. falciparum luciferase reporter growth, 96 h | Potency, µM (titrated, usually from 28.7 µM), for the others: top-dose activity change, negative = inhibition, usual class: inhibitors | 320,000 compounds, 6.9% hits | AID 504834
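Cell-based qHTS: luciferase-tagged P. falciparum in erythrocytes (2% hematocrit, 0.05% parasitemia final) incubated with compounds for 96 hours, 37 C, 5% CO2; luciferase detection reagent then added and luminescence measured.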
TbPYK inhibitor: T. brucei pyruvate kinase inhibition; 410,000 compounds, 0.12% hits; TbPYK enzyme, Kinase-Glo Plus ATP luminescence, 45 min; Potency, µM (series often up to 76.8 µM), without a hit: top-dose activity, negative = inhibition, most hits filed as inhibitors; further: nearly all actives have a fitted effect of over 50% in size
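Readout: single end-point luminescence (Kinase-Glo Plus, 10 min). Reaction conditions were TbPYK/substrate plus 130 uM ADP, 45 min at RT, pH 7.2 TEA buffer. No-enzyme wells served as controls, and data were normalized before concentration-response fitting.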
HCV inh: blocks hepatitis C virus. Huh7.5.1 HCVcc-Cre infection, luciferase reporter, 44 h. Potency, µM (highest dose often 41.8 µM), inactives show at the highest dose activity change, negative = inhibition, most hits filed as inhibitors. 340,000 compounds, 3.4% hits
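Cells seeded at 1,000/well and cultured 4 h, then compounds added followed by HCVcc-Cre virus (~0.5 moi). After 44 h further culture, luciferase substrate was added, plates held 15 min at room temperature, and luminescence read for 15 sec.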
Pf growth 48h: P. falciparum growth inhibition at 48 hours (one generation); Potency, µM (doses to about 28.7 µM), for inactives: top-dose activity change, negative = inhibition, hits mostly inhibitors; P. falciparum luciferase growth in erythrocytes, 48 h; 310,000 compounds, 5.9% hits
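First compound was added to culture medium, then infected red cells at 0.1% parasitemia and 2% hematocrit (final). After incubation at 37 C under 5% CO2, luciferase detection reagent was dispensed and light output recorded.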
Sm TGR block: inhibitors of Schistosoma mansoni thioredoxin glutathione reductase | Q962Y6 | purified TGR, DTNB reduction, TNB absorbance 405 nm | Potency, µM (top dose mostly 114 µM), without a hit: at the top dose activity change, negative = inhibition, actives largely listed as inhibitors | 360,000 compounds, 3% hits | AID 485364; further: nearly all actives have a fitted effect of over 60% in size
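TGR 20 nM + NADPH 100 uM (dispensed conc.), cpd preinc 15 min RT; start with NADPH (500 uM addition) then DTNB (15 mM addition). Kinetic TNB absorbance, 405 nm filter. Four-parameter Hill fit across titration.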
LmPK inhibitor: blocks Leishmania mexicana pyruvate kinase activity; 290,000 compounds, 0.37% hits; Q27686; AID 1721; purified LmPK, Kinase-Glo ATP luminescence, 1 h; Potency, µM (highest dose often 57.5 µM), inactives show top-dose activity change, negative = inhibition, most hits filed as inhibitors
Target sequence (Q27686 whole entry, looked up): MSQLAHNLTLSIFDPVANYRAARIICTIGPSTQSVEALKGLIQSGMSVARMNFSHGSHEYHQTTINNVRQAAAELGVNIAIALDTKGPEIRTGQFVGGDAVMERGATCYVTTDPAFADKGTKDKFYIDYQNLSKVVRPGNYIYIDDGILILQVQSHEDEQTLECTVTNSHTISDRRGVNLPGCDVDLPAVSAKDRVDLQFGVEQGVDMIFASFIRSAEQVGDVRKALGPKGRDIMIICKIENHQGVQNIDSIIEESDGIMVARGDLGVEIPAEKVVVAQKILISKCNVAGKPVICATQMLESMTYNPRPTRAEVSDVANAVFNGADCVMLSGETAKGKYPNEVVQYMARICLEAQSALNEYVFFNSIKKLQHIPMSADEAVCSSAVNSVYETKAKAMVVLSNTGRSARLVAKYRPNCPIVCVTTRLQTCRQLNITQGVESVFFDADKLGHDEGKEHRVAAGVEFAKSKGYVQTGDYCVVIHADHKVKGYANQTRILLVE
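Kinase-Glo luminescence read after 1 h RT reaction of 0.1 nM LmPK with 0.5 mM PEP and 0.1 mM ADP. Activity scaled between uninhibited and enzyme-free controls.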
An asterisk follows results filed as active; ? = inconclusive; / = not tested or not shown; [ ] = dose if it differs, or a comment. The call rests on the fitted dose curve; in most records, active means well fitted curve in the direction sought with a large enough effect; inconclusive means small, poorly fitted or top-dose-only effect, or another doubt; inactive means no such curve, though single readings can be large; an effect the other way counts as inactive or inconclusive. On the % scale 0 is the no-effect control and ±100 the full control effect; potency means the concentration at half of the fitted maximal effect.

structure | Pf growth 96h | TbPYK inhibitor | HCV inh | Pf growth 48h | Sm TGR block | LmPK inhibitor
COc1cc(NC(=O)C(Cc2ccccc2)n2cccc2)cc(OC)c1 (stereo unspecified) | ? | 0% | ? | ? | 2% | 4%
COc1ccc(S(=O)(=O)N2CC(C(=O)O)Oc3ccccc32)cc1 (stereo unspecified) | 28% | -1% | -3% | -14%[0.00184 µM] | -3% | -2%
O=[n+]1cc(-c2cccc3ccccc23)n([O-])c2c1CCC2 | 0% | -5% | 21% | / | 1% | 5%
C/C(=N\NS(=O)(=O)c1ccc(C)cc1)c1cccs1 | -16% | 4% | 33%[activator] | / | -25% | 13%
CCCS(=O)(=O)NCc1cn2cccc(C)c2n1 | 17% | -16% | 2% | 6% | -2% | 0%
CC1CN(CC(=O)Nc2nc3ccccc3s2)CC(C)O1 (stereo unspecified) | ? | 3% | -13% | -5% | -4% | 0%
COc1ccc(S(=O)(=O)NC2CCCCC2)cc1F | 32%[activator] | 1% | 3% | 6% | -7% | -6%
Cc1ccc(NC(=O)C(C)SCc2nc3sc(C)c(C)c3c(=O)[nH]2)nc1 (stereo unspecified) | 7% | 10% | -6% | 5% | -1% | /
O=C(NCc1cccnc1)/C(=C/c1ccc(Cl)cc1)NC(=O)c1ccccc1 | 21% | -1% | -20% | 4% | -5% | 1%
CCOC(=O)C1=C(C)NC(=S)N(C(C)=O)C1c1ccc(OC)c(OC)c1 (stereo unspecified) | -9% | -16% | 10% | -4% | 2% | 3%
Cc1ccccc1-c1nc(CS(=O)CC(=O)NCCN2CCN(Cc3ccccc3)CC2)c(C)o1 (stereo unspecified) | 103%[activator] | 9% | -12% | -5% | -10% | 1%
CC(C)c1ccc(C2C3=C(CC(C)(C)CC3=O)NC3=C2C(=O)c2ccccc23)cc1 (stereo unspecified) | 6.6µM* | -8% | 11µM* | 9.3µM* | 2% | -3%
COc1ccc(CNC(=O)C(c2ccco2)N(C(=O)c2snc(C(N)=O)c2N)c2cccc(OC)c2)cc1 (stereo unspecified) | -8% | -3% | ? | ? | -22% | -2%
Cc1cc2ncn(C(=O)N3CCCC3)c2cc1C | ? | 0% | 3% | 21% | -1% | 0%
c1ccc(CCCc2nc(-c3ccccn3)no2)cc1 | ? | 0% | 6% | 141%[activator] | -3% | -3%
Cc1cc(C)c(NS(=O)(=O)c2c(C(=O)N3CCOCC3)c(C)n(C)c2C)c(C)c1 | 7% | 0% | 8% | 14% | -16% | 5%
C=C(C)COc1ccc(-c2nc(N)ncc2-c2ccc(OC)c(OC)c2)c(O)c1 | ? | 3% | ? | ? | 0% | -1%
O=C(O)CCC(=O)NNc1ccccc1[N+](=O)[O-] | -8% | -2% | ? | -8% | -1% | -6%
O=C(CNC(=O)c1ccc(Cl)cc1)N/N=C/C=C/c1ccccc1 | 60%[activator] | 1% | -6% | 5% | -16% | 2%
COc1ccc(/C=N/NC(=O)C(=O)Nc2ccccn2)cc1OC | ? | -1% | 10% | 8% | 14% | -2%
COCc1nnc(NC(=O)c2ccc(S(=O)(=O)N(C)Cc3ccccc3)cc2)o1 | ? | -2% | -5% | 8% | -5% | 3%
CCCCCCC(=O)OCC(=O)c1ccc2c(c1)NC(=O)CO2 | 6% | 0% | 21% | 0% | ? | -2%
Cc1csc(SCC(=O)NC(C)c2ccc(F)cc2)n1 (stereo unspecified) | 28% | 4% | 13% | 14% | 1% | 13%
CC(C)(C)C(=O)Nc1nnc(SCC(=O)NC2CC2)s1 | 11% | -26% | 11% | 10% | 7% | 0%
C=CCSc1nnc(CNC(=O)c2ccccc2C)n1C(C)C | ? | 3% | 8% | 4% | -5% | -12%
Cc1cccc(OCC(O)CN2CCOCC2)c1 (stereo unspecified) | ? | -9% | 3% | -35% | 0% | -4%
CC(Sc1ccc(Cl)cc1)C(=O)Nc1ccccc1C(=O)N1CCOCC1 (stereo unspecified) | / | 3% | -4% | 9% | -4% | 3%
O=C1CC(Cc2ccc(Cl)cc2)C(=O)N1c1cc(Cl)ccn1 (stereo unspecified) | -3% | -2% | 2% | ? | 10% | 5%
CC(=O)NC(Cc1ccc(F)c(F)c1)C(=O)NC1CCN(S(=O)(=O)c2ccc(C)cc2)CC1 (stereo unspecified) | 24% | -1% | -1% | -17% | 8% | 2%
CCN1CCN(c2ccc(NC(=O)CCc3c(C)nc4c(-c5ccc(F)cc5)c(C)nn4c3C)cc2)CC1 | ? | 4% | 2.5µM* | ? | 2% | -1%

The last three entries of the part before lead into the next.
structure | Pf growth 96h | TbPYK inhibitor | HCV inh | Pf growth 48h | Sm TGR block | LmPK inhibitor
O=C1CC(Cc2ccc(Cl)cc2)C(=O)N1c1cc(Cl)ccn1 (stereo unspecified) | -3% | -2% | 2% | ? | 10% | 5%
CC(=O)NC(Cc1ccc(F)c(F)c1)C(=O)NC1CCN(S(=O)(=O)c2ccc(C)cc2)CC1 (stereo unspecified) | 24% | -1% | -1% | -17% | 8% | 2%
CCN1CCN(c2ccc(NC(=O)CCc3c(C)nc4c(-c5ccc(F)cc5)c(C)nn4c3C)cc2)CC1 | ? | 4% | 2.5µM* | ? | 2% | -1%
O=C1OC(c2ccccc2)=N/C1=C\N1CCCCC1 | 425%[activator] | -8% | -15% | 106%[activator] | 2% | 4%
CN(C)C(=S)NC(=O)C12CC3CC(C)(CC(C)(C3)C1)C2 | 0% | 8% | 4% | 0% | 1% | -3%
O=C(Nn1cnc2ccccc2c1=O)c1ccccc1[N+](=O)[O-] | -15% | 4% | 8% | 12% | 0% | -6%[11.5 µM]
CCCOc1ccc(N2C(=O)CC(SC(=NCC)Nc3cccc(F)c3)C2=O)cc1 (stereo unspecified) | ? | 1% | 5% | 3% | 1% | 5%
COc1cc(C)ccc1OCCCOc1ccccc1Cl | ? | -1% | ? | 188%[activator] | -16% | -8%
COc1ccccc1C(=O)N1CCNC(=O)C1CC(=O)Nc1cccc(C)c1 (stereo unspecified) | / | -2% | 3% | 3% | 1% | -3%
Cc1cc(Cl)ccc1C(=O)C1CCCN(C2CCSCC2)C1 (stereo unspecified) | ? | -4% | 2% | 12% | 0% | 3%
O=C(c1nnc(Cc2ccc(Cl)cc2)o1)N1CCOCC1 | ? | -1% | 1% | 5% | -12% | -5%
O=[N+]([O-])c1ccc(COc2ccc(Br)cc2CN2CCOCC2)cc1 | ? | -2% | ? | -16% | -8% | 0%
CCCC(=O)NC(=S)Nc1cccc2c(O)cccc12 | 14% | -18% | -7% | -27%[5.75 µM] | 14µM* | 0%
COC(=O)c1cccnc1Oc1ccccc1 | 0.66µM* | 2% | 6% | ? | 16% | 4%
CC12CNCC(C)(CNC1)C2O (stereo unspecified) | 8% | -2% | 7% | 6% | 5% | -2%
CCOC(=O)C1CCCN(S(=O)(=O)c2cc3c(cc2Cl)NC(=O)CO3)C1 (stereo unspecified) | ? | -2% | -7% | -17% | -27% | 3%
NCc1c(O)ccc2ccccc12 | ? | / | / | 14% | 13µM* | 6%
Cc1cccc(OCC(=O)NCc2nnc3ccc(C(F)(F)F)cn23)c1C | 27% | 4% | -19% | -25% | -14% | /
O=C(c1ccccc1)c1ccc(Cn2cc(CCCO)nn2)cc1 | -18% | -6% | 10µM* | -10% | 0% | 2%
COc1ccc(S(=O)(=O)N(NC2=NS(=O)(=O)c3ccccc32)C(=O)C(C)C)cc1 | 1% | 4% | -3% | ? | -2% | -1%
O=C(/C=C/c1ccc(O)c(O)c1)OC(Cc1ccc(O)c(O)c1)C(=O)O (stereo unspecified) | -16% | ? | 10µM* | ? | 35µM* | -27%
COCCN(C(=O)CCl)C(C(=O)NC1CCCCC1)c1ccccc1C (stereo unspecified) | 8.3µM* | -7% | ? | 10µM* | 3.5µM* | 1%
CCOC(=O)N1CCN(C(=O)C2CCN(S(=O)(=O)c3ccc(OC)cc3)CC2)CC1 | 53%[activator] | 1% | 8% | -15% | 3% | -4%
COc1cccc(C(=O)NCCCNC(=O)c2cccnc2)c1 | 20% | 0% | 9% | -4% | 10% | -2%
[O-]c1n[n+](-c2ccc(Cl)cc2Cl)cc2ccccc12 | ? | 2% | 11% | ? | 2% | 2%
Cc1cccc(N(C(=O)c2csnn2)C(C(=O)NC(C)(C)C)c2ccncc2)c1 (stereo unspecified) | 2% | -4% | 15% | 1% | 24% | 0%
CCCN1C(=S)c2ccccc2C1c1ccccc1 (stereo unspecified) | ? | -3% | -16% | ? | 2% | 3%
CCOc1ccc(OCc2ccc(C(=O)N(CC)CC)cc2)cc1 | -26% | 4% | ? | 22% | -8% | -1%
CN(Cc1cccs1)C(=O)Cc1c[nH]c2ccccc12 | 25% | -16% | 3% | 23% | 1% | -1%
COc1ccc(C2=Nn3c(nnc3-c3ccco3)SC2)cc1 | ? | 2% | -30% | / | -25% | 9%
Cc1ccc(N2CC(C(=O)N3CCC(C(=O)Nc4nnc(C(C)C)s4)CC3)CC2=O)cc1 (stereo unspecified) | 6% | -7% | -13% | ? | -10% | 2%
Cc1ccc(C(=O)N/N=c2\oc3ccccc3cc2C(N)=O)cc1 | 17% | -3% | -10% | 12% | 9% | -4%
CC(C(=O)Nc1ccc([N+](=O)[O-])cc1Cl)N1CCN(S(=O)(=O)c2cccs2)CC1 (stereo unspecified) | ? | -4% | ? | 12µM* | -10% | /

Continuation:
structure | Pf growth 96h | TbPYK inhibitor | HCV inh | Pf growth 48h | Sm TGR block | LmPK inhibitor
COc1ccc(NC(=O)c2cc(OC)c(OC)c(OC)c2Br)cc1OC | ? | 1% | 6% | 7% | 0% | -1%
COc1cccc(OCCOCCOc2ccc(C)cc2[N+](=O)[O-])c1 | 17% | -3% | -5% | 24% | -5% | 1%
O=C(CCC(=O)N1CCCc2ccccc21)N1CCN(S(=O)(=O)c2ccccc2)CC1 | 27% | -5% | 0% | ? | -2% | 1%
Cc1c(C)c2c(OCC(=O)NCC(=O)NCC(=O)O)cc3c(c2oc1=O)CCC(C)(C)O3 | -3% | -12% | -11% | -7% | -9% | -3%
O=C(OCC(=O)N1CCCc2ccccc21)c1ccc(C(F)(F)F)cc1 | 11% | -3% | 5% | -8% | 2% | /
CC(=O)Nc1ccc(S(=O)(=O)NC2CC2)cc1 | -10% | 2% | 0% | -5% | 1% | 4%
CCCOC(=O)c1ccc(-c2ccc(C=O)o2)cc1 | ? | 2% | 42%[activator] | 227%[activator] | -20% | -3%
COc1cc(/C=C2\SC(=S)N(CC(=O)O)C2=O)ccc1OC(=O)c1ccco1 | -9% | -4% | 22% | 93%[activator] | -1% | 2%
Cn1c(SCC(=O)NCCc2ccccc2)nnc1C1CCCCC1 | 44%[activator] | -12% | 12% | 1% | -3% | 1%
CC(=O)Nc1cccc(/C(C)=N\NC(=O)c2ccc(Cn3nc([N+](=O)[O-])c(Cl)c3C)o2)c1 | ? | -17% | ? | -26% | -6% | -5%
Cc1cc2oc(C(=O)Nc3ccc(S(=O)(=O)N4CCCC(C)C4)cc3)cc(=O)c2cc1Cl (stereo unspecified) | ? | 0% | 1% | 13µM* | -1% | -6%

Taken from above (5 entries):
structure | Pf growth 96h | TbPYK inhibitor | HCV inh | Pf growth 48h | Sm TGR block | LmPK inhibitor
CCCOC(=O)c1ccc(-c2ccc(C=O)o2)cc1 | ? | 2% | 42%[activator] | 227%[activator] | -20% | -3%
COc1cc(/C=C2\SC(=S)N(CC(=O)O)C2=O)ccc1OC(=O)c1ccco1 | -9% | -4% | 22% | 93%[activator] | -1% | 2%
Cn1c(SCC(=O)NCCc2ccccc2)nnc1C1CCCCC1 | 44%[activator] | -12% | 12% | 1% | -3% | 1%
CC(=O)Nc1cccc(/C(C)=N\NC(=O)c2ccc(Cn3nc([N+](=O)[O-])c(Cl)c3C)o2)c1 | ? | -17% | ? | -26% | -6% | -5%
Cc1cc2oc(C(=O)Nc3ccc(S(=O)(=O)N4CCCC(C)C4)cc3)cc(=O)c2cc1Cl (stereo unspecified) | ? | 0% | 1% | 13µM* | -1% | -6%

Compound activity as filed in PubChem.
